NS5 inhibitors – Dengue-2 NS5 methyltransferase inhibitors, primary screen, biochemical, confirmation dose response (AID 588689); Dengue-2 NS5 methyltransferase capping enzyme assay, biochemical; higher % means a stronger effect; one-dose inhibition, % at 25 µM; IC50 in µM for titrated hits; 0.3% of 340,000 active; in the data active means a potency from the dose series
NS5 inhibitors pilot replicate – second read-out of NS5 inhibitors, no call of its own (marks repeat the call); inhibition, %; measured here: pilot screen replicate inhibition
* hit, by the source's call.

SMILES	NS5 inhibitors	others
COc1ccc(S(=O)(=O)N2CCOCC2)cc1NC(=O)CCCOc1ccc(Cl)cc1C	-8.8%
O=C(COC(=O)/C=C/c1cccc(Br)c1)NC1CCCCC1	-2.2%
O=C(COC(=O)c1nc(Cl)ccc1Cl)NC1CCCCC1	-0.7%
COc1ccccc1C(=O)NC(CCSC)C(=O)NCCCn1nc(C)cc1C (stereo unspecified)	-3.6%
C[C@@H]1CN([C@@H](C)CO)S(=O)(=O)c2ccc(Br)cc2O[C@H]1CN(C)Cc1ccccc1F	-13.6%
O=c1[nH]c(C(F)(F)C(F)(F)C(F)(F)F)no1	-10.5%
CCN(CC)C(=O)C1=C(C)N(CCCN2CCCC2=O)C(=O)C(CC(=O)NCc2cccs2)C1 (stereo unspecified)	3.3%
CC[C@]12c3[nH]c4cc(CCC(=O)N(C)C)ccc4c3CCN1C(=O)[C@@H](CC(=O)NCCCN(C)C)C[C@@H]2C(=O)N1CCN(C(=O)c2ccco2)CC1	-4.0%	NS5 inhibitors pilot replicate=-5.2
O=C(c1cnn(C(=O)c2ccco2)c1)c1cc(Cl)cc(Cl)c1O	-7.0%
CCCNC(=O)C(CC)NC(=O)c1ccc(C#N)cc1 (stereo unspecified)	-7.4%
CCCCN(C(=O)c1cccc(S(=O)(=O)N(CC)c2ccccc2)c1)c1c(N)n(CCCC)c(=O)[nH]c1=O	-0.7%
CCCNC(=O)C(Cc1ccc(C(F)(F)F)cc1)NC(=O)c1ccc2ccccc2n1 (stereo unspecified)	-6.4%
O=[N+]([O-])c1cccc(C=NNc2ccc3ccccc3n2)c1O	-8.5%
COc1ccc(N)cc1NC(=O)CN1CCOCC1	3.5%
O=C(NN=Cc1c(O)ccc2ccccc12)c1ccc2c(c1)OCO2	1.5%
COc1ccccc1NC(=O)C(C)Sc1nc(-c2ccccc2)cn1N (stereo unspecified)	-3.0%
O=C(O)c1cc([N+](=O)[O-])ccc1Oc1ccccc1	-1.5%
COc1ccc(C(=O)NNC(=O)CN(C)S(=O)(=O)c2ccc(Cl)cc2)c(OC)c1OC	-0.7%
O=C(OCC(=O)N1CCCc2ccccc21)c1ccccc1[N+](=O)[O-]	0.7%
COc1ccccc1-c1nnc(NC(=O)C2CCCN2S(=O)(=O)c2cccs2)o1 (stereo unspecified)	2.2%
Cc1cccc(N2CCN(C(=O)c3oc4ccc(Br)cc4c3C)CC2)c1C	-11.8%
CC(=O)c1ccc(-c2ccc(C(=O)NC3CC(C)(C)NC(C)(C)C3)o2)cc1	1.4%
CCOC(=O)c1ccc(N2C(=O)C3CCOc4ccccc4C32)cc1 (stereo unspecified)	-0.8%
O=C(OCC(=O)N1CCN(C(=O)c2ccco2)CC1)c1ccc(Cl)c(Cl)c1	-7.3%
CCN(CC)S(=O)(=O)c1ccc(NC(=O)c2ccc(N3CCCC3=O)cc2)cc1	3.2%
SMILES	NS5 inhibitors	others
Cc1ccsc1C(=O)N1CC=C(c2ccccc2)CC1	6.5%
O=C(COC(=O)c1cc(S(=O)(=O)N2CCOCC2)ccc1F)Nc1cc([N+](=O)[O-])ccc1F	-3.9%
CCOc1cc(N2CCOCC2)c(OCC)cc1NC(=O)Cn1cnnn1	0.8%
O=C(NNC(=O)c1cc(-c2ccc(Cl)cc2)nc2ccccc12)c1csc(N2CCOCC2)n1	-2.2%
Cc1ccc(C)c(NC(=O)CN(C)C(=O)c2cc3c(s2)CCCCC3)c1	1.5%
O=C(COC(=O)c1ccncc1)Nc1cccc2ccccc12	-5.8%
COc1ccccc1CNC(=O)c1ccc(NC(=O)CC2SC(N3CCCC3)=NC2=O)cc1 (stereo unspecified)	1.1%
Cc1ccc(N2CC(C(=O)NCCC3=CCCCC3)CC2=O)cc1 (stereo unspecified)	-6.6%
CC(C)(O)c1cc2ccccc2c(=O)o1	-4.1%
NS(=O)(=O)c1ccc(NC(=O)CSc2nc3ccccc3c(=O)n2Cc2ccncc2)cc1	4.6%
Cc1nn(-c2ccccc2)c2[nH]c(=O)cc(C(F)F)c12	-3.6%
CC(OC(=O)CNC(=O)COc1ccccc1)C(=O)N(C)Cc1ccccc1 (stereo unspecified)	3.6%
O=C(Nc1cccc(C(=O)O)c1)/C(=C\c1ccc2c(c1)OCO2)NC(=O)c1ccccc1Br	2.9%
COc1ccc(NC(=O)CCNC(=O)c2ccccc2Cl)cc1S(=O)(=O)N1CCCCC1	4.9%
Cc1c(NC(=O)CSc2nncn2-c2ccccc2)c(=O)n(-c2ccccc2)n1C	0.0%
CCOc1ccccc1N1CCN(C(=O)C2=CC=CN3CCS(=O)(=O)N=C23)CC1	5.9%
CCCn1c(SC(C)C(=O)N2CCOCC2)nc2ccc(Br)cc2c1=O (stereo unspecified)	3.6%
CCOC(=O)C1=CN(Cc2cccc(F)c2)S(=O)(=O)N(CC)C1c1ccc(C(F)(F)F)cc1 (stereo unspecified)	-2.3%	NS5 inhibitors pilot replicate=-0.6
C=CC(=O)Nc1cccc(Oc2ncnc3[nH]cc(-c4cnc5ccccc5c4)c23)c1	-7.0%
COc1ccc(Cl)cc1S(=O)(=O)N1CCN(C(=O)c2n[nH]c(=O)c3ccccc23)CC1	7.8%
COc1cc(OC)cc(C(=O)NCC(=O)N2CC=C(c3ccccc3)CC2)c1	-7.9%
CC(C)COc1ccc(C(=O)OCC(=O)NCCC2=CCCCC2)cc1	-8.8%
Cc1c(NC(=O)CSc2nnc(C(C)N(C)C)n2-c2ccccc2)c(=O)n(-c2ccccc2)n1C (stereo unspecified)	0.0%
Cn1cccc1C(=O)NNC(=O)c1ccccc1Br	5.8%
CC(Oc1ccc(C(C)(C)C)cc1)C(=O)NCC(c1ccco1)N1CCCC1 (stereo unspecified)	-1.1%
SMILES	NS5 inhibitors	others
CCOc1c(Br)cc(C(=O)OCC(=O)N2CCc3ccccc3C2)cc1OC	-7.7%
COc1ccc(-c2cc(C(=O)NCCCN3CCOCC3)c3ccccc3n2)cc1OC	-1.5%
CC(C)C(=O)N1CCN(c2ccccc2NC(=O)c2ccc3c(c2)OCCO3)CC1	-23.2%
CC(Sc1nnc(-c2ccccc2)c(-c2ccccc2)n1)C(=O)NCC1CCCO1 (stereo unspecified)	-5.4%
CCCCCCCCNCCS(=O)(=O)NCc1ccccc1OC	-1.3%
COc1cc(Cl)ccc1OCc1cc(C(=O)N2CCN(C3CCCCC3)CC2)no1	4.0%
Cc1ccc(C2(C)NC(=O)N(CC(=O)N3c4ccccc4NC(=O)CC3C)C2=O)cc1 (stereo unspecified)	-0.4%
CS(=O)(=O)Nc1ccc2c(c1)[C@@H]1C[C@@H](CC(=O)NCc3cccnc3)O[C@H](CO)[C@@H]1O2	-3.3%
Cc1cc(C)cc(OCC(=O)OCC(=O)NC2CCCCCC2)c1	-1.5%
CCC(C)n1c(SCC(=O)NC2CCS(=O)(=O)C2)nc2ccccc2c1=O (stereo unspecified)	-5.1%
O=C(Nc1cc(S(=O)(=O)N2CCCCC2)ccc1N1CCOCC1)c1ccc(F)cc1	-1.5%
C=CCOC(=O)C(C(=O)Cc1ccccc1)c1ccccc1 (stereo unspecified)	8.0%
CC(=O)N(C)c1ccc(N=Cc2cc3c(cc2[N+](=O)[O-])OCO3)cc1	10.8%
C[C@@H]1CN([C@H](C)CO)C(=O)c2cc(NS(=O)(=O)c3cccs3)ccc2O[C@H]1CN(C)Cc1ccccc1	-2.4%
O=C(CSc1ccc(Br)cc1)Nc1ccc(N2CCOCC2)cc1	2.9%
Cc1ccc(S(=O)(=O)NCc2cccc([N+](=O)[O-])c2)cc1	1.1%
NC(=S)NN=Cc1cc(-c2cccc(N)c2)ccn1	-3.4%
CCOc1ccc(CN(C)C(=O)CN2C(=O)NC(c3ccccc3)(c3ccccc3)C2=O)cc1	-1.6%
CN(C(=O)c1cccc(NC(=O)Cc2cccc(NC(=O)C3CCCN(C(=O)C4CCCC4)C3)c2)c1)C1CCC1 (stereo unspecified)	-2.6%	NS5 inhibitors pilot replicate=-4.3
COc1ccc([N+](=O)[O-])cc1NS(=O)(=O)c1cc(C(=O)N2CCN(C)CC2)ccc1OC	0.0%
CC(C)C1(c2ccsc2)NC(=O)NC1=O (stereo unspecified)	-8.9%
Cc1cccc(NC(=O)c2ccc3c(=O)n4c(nc3c2)CCCCC4)n1	-0.7%
CC(C)c1cc(C(C)C)c(S(=O)(=O)N2CCNCC2)c(C(C)C)c1	-0.8%
COc1ccc(Oc2c(OC)cc([N+](=O)[O-])c3ncccc23)cc1	-4.0%
Cc1ccc(NS(=O)(=O)c2ccc(C(=O)OCC(=O)N3CCCCC3)cc2)cc1	-5.9%
SMILES	NS5 inhibitors	others
CCOC(=O)[C@H]1[C@H]2COc3cc(OC)ccc3[C@@H]2N2C(=O)N(c3cccc(F)c3)C(=O)[C@@]12C	10.7%
O=C(CS(=O)(=O)c1ccc(F)cc1)Nc1nnc(-c2ccccc2Cl)o1	2.9%
Cc1cc(=O)c2c(o1)C(=O)c1occc1C2=O	62.4µM*
Oc1ccc(C2CNCc3sccc32)cc1O (stereo unspecified)	3.0%
Cn1ccn(CCCCCCn2ccn(C)c2=S)c1=S	0.6%
CC(C)c1ccc(S(=O)(=O)N2CCN(CC(O)CN3CCOCC3)CC2)cc1 (stereo unspecified)	-3.3%
O=C(OCc1nnc(-c2ccccc2)o1)C1CCN(C(=O)c2ccc(Cl)cc2)CC1	-5.8%
O=C(CCc1nc2sc3c(c2c(=O)[nH]1)CCCC3)Nc1cccc(Cl)c1	3.7%
Cc1ccc(NC(=O)COC(=O)c2cccnc2Cl)cc1S(=O)(=O)N1CCOCC1	-8.1%
COc1ccc([C@H]2CC(=O)C=C(c3ccc(C)cc3)C2)cc1	-6.6%
CC(C)(C)c1nnc(NC(=O)CCC2CCCCC2)s1	-2.8%
NC(=O)c1ccc(NC(=O)CNc2cc(S(=O)(=O)N3CCOCC3)ccc2N2CCCC2)cc1	-2.6%
CC[C@]12c3[nH]c4cc(-c5ccco5)ccc4c3CCN1C(=O)[C@@H](CC(=O)NCc1cccc(C(F)(F)F)c1)C[C@@H]2C(=O)N1CCN(C(=O)c2ccco2)CC1	-5.3%	NS5 inhibitors pilot replicate=0.9
COc1cc(Cl)c(CNC[C@H]2O[C@@H](n3cnc4c(N)ncnc43)[C@H](O)[C@@H]2O)c(Cl)c1O	2.6%
Cc1cc(C(=O)Nc2cccc(-c3ccc(N4CCOCC4)nn3)c2)ccc1[N+](=O)[O-]	-0.7%
Cc1ccc(S(=O)(=O)N2CCN(C(=O)CN3C(=O)c4ccccc4C3=O)CC2)c(C)c1	-3.1%
CCN1C(=O)[C@H]2[C@@H](c3ccc(C(F)(F)F)cc3)N[C@]3(CCCN(Cc4ccc(F)cc4)C3=O)[C@H]2C1=O	4.0%
O=C(CN1C(=O)NC2(CCCCCCC2)C1=O)NCc1ccccc1	3.0%
CCOc1ccc(CCNC(=O)COn2nnc3ccc(S(=O)(=O)N4CCOCC4)cc32)cc1OCC	-2.9%
C[C@H](O)[C@@H]1C(=O)N2CCc3c([nH]c4ccccc34)[C@@H]2C[C@@H]1N(C)C(=O)Nc1ccc(F)cc1	-11.6%
CCN(CC)S(=O)(=O)c1ccc(N2CCOCC2)c(NC(=O)C2CC2)c1	-13.7%
COc1ccc(-c2sc3ccccc3c2/C=C/c2ccncc2)cc1	-8.7%
O=C(NCc1ccc(F)cc1)C(=O)NCC1CCCN1S(=O)(=O)c1ccccc1 (stereo unspecified)	-10.1%
O=C1C=C(c2ccc3ncccc3c2)C[C@@H](c2ccc(F)cc2)C1	-0.8%
C[C@@H]1CN([C@@H](C)CO)C(=O)CCCn2cc(nn2)CO[C@H]1CN(C)C(=O)Oc1ccccc1	-6.8%
SMILES	NS5 inhibitors	others
CC(Oc1ccccc1)C(=O)Nc1ccc(S(=O)(=O)N2CCN(C)CC2)cc1 (stereo unspecified)	1.4%
COc1ccc(S(=O)(=O)NC(C)C(=O)NCc2cccnc2)cc1C (stereo unspecified)	-7.3%
CC(C)C[C@@H](CN1CCCC1CN1C(=S)NC[C@@H]1Cc1ccc(O)cc1)N1C[C@H](Cc2ccccc2)N(CC2CCCCC2)C1=S (stereo partly specified)	-7.2%
CCOC(=O)C1CCN(C(=O)CN(c2ccc3c(c2)OCCO3)S(=O)(=O)c2ccccc2)CC1	6.5%
Cn1nc(C(=O)NCC2COc3ccccc3O2)c2ccccc2c1=O (stereo unspecified)	-4.6%
Cc1ccc(S(=O)(=O)N2CCCCC2)cc1NC(=O)c1ccncc1	-6.6%
CC(C)Sc1ncnc2[nH]ncc12	5.6%

Of the compounds above, 14 have a Cl atom:
SMILES	NS5 inhibitors	others
COc1ccc(S(=O)(=O)N2CCOCC2)cc1NC(=O)CCCOc1ccc(Cl)cc1C	-8.8%
O=C(COC(=O)c1nc(Cl)ccc1Cl)NC1CCCCC1	-0.7%
O=C(c1cnn(C(=O)c2ccco2)c1)c1cc(Cl)cc(Cl)c1O	-7.0%
COc1ccc(C(=O)NNC(=O)CN(C)S(=O)(=O)c2ccc(Cl)cc2)c(OC)c1OC	-0.7%
O=C(OCC(=O)N1CCN(C(=O)c2ccco2)CC1)c1ccc(Cl)c(Cl)c1	-7.3%
O=C(NNC(=O)c1cc(-c2ccc(Cl)cc2)nc2ccccc12)c1csc(N2CCOCC2)n1	-2.2%
COc1ccc(NC(=O)CCNC(=O)c2ccccc2Cl)cc1S(=O)(=O)N1CCCCC1	4.9%
COc1ccc(Cl)cc1S(=O)(=O)N1CCN(C(=O)c2n[nH]c(=O)c3ccccc23)CC1	7.8%
COc1cc(Cl)ccc1OCc1cc(C(=O)N2CCN(C3CCCCC3)CC2)no1	4.0%
O=C(CS(=O)(=O)c1ccc(F)cc1)Nc1nnc(-c2ccccc2Cl)o1	2.9%
O=C(OCc1nnc(-c2ccccc2)o1)C1CCN(C(=O)c2ccc(Cl)cc2)CC1	-5.8%
O=C(CCc1nc2sc3c(c2c(=O)[nH]1)CCCC3)Nc1cccc(Cl)c1	3.7%
Cc1ccc(NC(=O)COC(=O)c2cccnc2Cl)cc1S(=O)(=O)N1CCOCC1	-8.1%
COc1cc(Cl)c(CNC[C@H]2O[C@@H](n3cnc4c(N)ncnc43)[C@H](O)[C@@H]2O)c(Cl)c1O	2.6%

This is a subset; the hit share may differ from the screen's.
